Screens from PubChem.
Giardia FBPA inh = qHTS Assay for Inhibitors of Fructose-1,6-bisphosphate Aldolase from Giardia Lamblia; AID 2451, 2010; Potency, µM (series often up to 59.6 µM), for the others: at the top dose activity, negative = inhibition, most hits filed as inhibitors; purified Giardia FBPA; 0.71% of 290,000 active; note: potency is the fitted concentration of half-maximal effect; % is set by controls: 0 for no effect and ±100 for the full control effect; nearly all actives have a fitted effect of over 55% in size
Target sequence (A8B2U2 whole entry, looked up): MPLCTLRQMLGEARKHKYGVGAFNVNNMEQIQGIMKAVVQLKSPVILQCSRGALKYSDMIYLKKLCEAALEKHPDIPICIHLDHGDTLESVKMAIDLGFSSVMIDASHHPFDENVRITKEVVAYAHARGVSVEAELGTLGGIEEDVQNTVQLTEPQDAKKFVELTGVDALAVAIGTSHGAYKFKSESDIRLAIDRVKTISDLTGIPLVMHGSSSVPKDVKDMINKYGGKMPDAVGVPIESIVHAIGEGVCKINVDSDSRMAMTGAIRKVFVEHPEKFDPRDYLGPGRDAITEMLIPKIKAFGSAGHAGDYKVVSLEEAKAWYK
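40 nM FBPA preincubated 10 min at RT with compound (up to 57.5 uM final), then substrate plus GAPDH/TPI/NAD/arsenate coupling and diaphorase/resazurin added. Fluorescence read after 20 min at RT, 525/598 nm.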
HCMV antiviral = qHTS Assay for inhibitors of the human cytomegalovirus (HCMV); HFF cells, HCMV-luciferase reporter, 72 h; stronger effect = lower value; activity change, negative = inhibition, % at 57.5 µM; 4.5% of 410,000 active; in the data active = activity change below about -60%; inconclusive = no clear call, values can overlap the other calls; inactive = above about -39%; note: % is set by controls: 0 for no effect and ±100 for the full control effect
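Screen run at 2 compound doses on HFFs infected with reporter HCMV, MOI 1 PFU/cell. Luciferase activity from cell lysates at 72 h post infection gave inhibition relative to buffer-only and Salinomycin wells.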
CHX counter = Cycloheximide Counterscreen for Small Molecule Inhibitors of Shiga Toxin; cell reporter, cycloheximide protein synthesis inhibition counterscreen; max response, %; 12% of 300,000 active; AID 2314, 2010; in the data active = max response mostly above about 13%, no sharp cut-off; inactive = mostly below about 14%; note: read at 38.3 µM for the half of the compounds with a filed dose; 0% is about no effect
AMA1-RON2 inh = qHTS for Inhibitors of AMA1-RON; Towards Development of Antimalarial Drug Lead: Primary Screen; 0.2% of 360,000 active; AlphaScreen AMA1-biotinylated RON2 peptide binding; Potency, µM (highest dose often 58.2 µM), inactives show top-dose activity change, negative = inhibition, actives largely listed as inhibitors; AID 720542, 2013;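 note: potency is the fitted concentration of half-maximal effect; 0% = vehicle wells and -100% = peptide control; nearly all actives have a fitted effect of over 45% in size; some results filed as inactive show a strong effect at the top dose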
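AMA1 (3D7) with his tag at 25 nM final met compounds first, then biotinylated RON2 peptide at 25 nM; detection used donor plus acceptor beads, 10 µg/mL apiece, read by AlphaScreen after 30 min at room temperature.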
AmpC inh detg = qHTS Inhibitors of AmpC Beta-Lactamase (assay with detergent) | AmpC hydrolysis of nitrocefin, absorbance 480 nm, 0.01% Triton | 0.041% of 370,000 active | AID 485294, 2010 | Potency, µM (highest dose often 114 µM), for inactives: at the top dose activity change, negative = inhibition, most hits filed as inhibitors;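 note: potency is the fitted concentration of half-maximal effect; 0% = no-compound wells and -100% = no-enzyme wells; nearly all actives have a fitted effect of over 25% in size; some results filed as inactive show a strong effect at the top dose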
Target sequence (P00811 whole entry, looked up): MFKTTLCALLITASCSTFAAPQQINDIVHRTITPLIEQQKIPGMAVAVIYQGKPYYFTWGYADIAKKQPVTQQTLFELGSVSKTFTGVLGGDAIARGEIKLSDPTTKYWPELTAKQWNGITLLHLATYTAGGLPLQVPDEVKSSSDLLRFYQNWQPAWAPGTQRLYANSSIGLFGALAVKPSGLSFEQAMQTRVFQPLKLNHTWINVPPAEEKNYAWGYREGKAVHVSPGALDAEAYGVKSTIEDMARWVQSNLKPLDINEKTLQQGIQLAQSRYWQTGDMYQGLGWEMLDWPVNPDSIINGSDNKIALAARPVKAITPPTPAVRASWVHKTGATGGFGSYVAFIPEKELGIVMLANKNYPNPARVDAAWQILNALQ
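AmpC (5.3 nM in the dispensed reagent) in 20 mM phosphate pH 7.0 with 0.01% (detergent screen) or 0.0001% Triton X-100 was preincubated with compounds for 15 min at room temperature. Nitrocefin was then added from an 800 uM solution, and hydrolysis was followed at 480 nm.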
AmpC inh no detg = qHTS Inhibitors of AmpC Beta-Lactamase (assay without detergent); AID 485341, 2010; 0.52% of 330,000 active; Potency, µM (top dose mostly 57.1 µM), for the others: top-dose activity change, negative = inhibition, hits mostly inhibitors; AmpC nitrocefin hydrolysis, absorbance 480 nm, 0.0001% Triton;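 note: potency is the fitted concentration of half-maximal effect; plate controls were no compound for no effect and no enzyme for full effect; nearly all actives have a fitted effect of over 20% in size; some results filed as inactive show a strong effect at the top dose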
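20 mM phosphate pH 7.0 + 0.01% (detergent screen) or 0.0001% Triton X-100; 5.3 nM AmpC reagent; cpd preinc 15 min RT; nitrocefin (800 uM stock) to start; A480 q20 s × 4 min; Activity was normalised to no-enzyme and no-compound control wells.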
Shiga inhibitor = A qHTS for Small Molecule Inhibitors of Shiga Toxin. AID 2315, 2010. Vero cells, Shiga toxin protein synthesis inhibition reporter. 9.2% of 290,000 active. inhibition, % at 38.7 µM; in the data active = inhibition mostly above about 28%, no sharp cut-off; inactive = mostly below about 43%; note: 0% is about no effect
* marks the source's active call; other numbers are inactive results; ? = inconclusive; / = not tested or not shown; + = active, no number; [ ] = another dose, or the depositor's remark. Unless noted, calls come from the whole dose curve; as a rule, active = well fitted curve in the direction sought with a large enough effect; inconclusive = small, poorly fitted or top-dose-only effect, or another doubt; inactive = no such curve, though single readings can be large; an effect the other way counts as inactive or inconclusive.

SMILES	Giardia FBPA inh	HCMV antiviral	CHX counter	AMA1-RON2 inh	AmpC inh detg	AmpC inh no detg	Shiga inhibitor
O=C(CCCN1C(=O)/C(=C/c2ccccc2OC(F)F)SC1=S)Nc1cccnc1	/	-64.9*	/	-26.3%	/	-2.6%	/
COC(=O)CCC(=O)N1CCCC(CNS(=O)(=O)c2ccc(OC)cc2)C1 (stereo not drawn)	0.2%	81.1	-1.1	-9.4%	-2.5%	6.0%	-11.4
CCc1ccccc1NC(=O)C1C2C=CC(O2)C1C(=O)O (stereo not drawn)	-7.1%	-26.9	3.2	-8.7%	-5.0%	-7.7%	3.6
CN(C)c1ccc(N=Cc2nc(-c3ccccc3)oc2OC(=O)c2cccc(Br)c2)cc1	-8.4%	12.4	40.0*	?	-14.4%	-45.3%	+
CCOC(=O)c1c(NC(=O)Cn2nc(C(F)F)cc2C(F)F)sc(C)c1C	-9.1%	11.4	0.7	-12.5%	-5.2%	-30.8%	1.7
CN(C)c1cc[n+](CC(=O)Nc2ccc(Cl)cc2)cc1	-16.4%	-89.5*	-1.1	10.1%	?	0.9%	5.8
Cc1ccc(C)c(N2CCN(C(=O)c3ccc(NC4=NC5CS(=O)(=O)CC5S4)cc3)CC2)c1 (stereo not drawn)	-20.5%	-8.2	-4.5	28.8%	-12.3%	7.7%	-3.4
Cc1ccnc(NC(=O)c2ccc3c(c2)NC(=O)C(C)S3)c1 (stereo not drawn)	/	5.4	/	13.5%	-11.2%	-5.5%	/
CCOc1ccc(NC(=O)COc2ccc3c(c2)CCC3)cc1OC	/	11.6	/	35.6%[activator]	0.3%	41.7%	/
Cc1c(C(=O)NCCSCc2c(Cl)cccc2Cl)cccc1[N+](=O)[O-]	-0.2%	68.2	-1.1	-6.9%	0.4%	-23.9%	16.4
Cc1ccc(-n2c(C)nc3c(cnn3-c3ccc(F)cc3)c2=O)cc1C	-1.6%	-23.4	-4.3	-14.1%	-4.7%	-17.5%	-42.3
COc1ccc(N2C(=O)C3C(C2=O)C2C=CC3C23CC3)c(OC)c1 (stereo not drawn)	6.2%	-13.7	-1.1	1.8%	-8.6%	-0.2%	-7.8
O=C(c1cccs1)N1CCN(c2ncc(Br)cn2)CC1	9.2%	9.1	5.7	-24.7%	-3.6%	-22.1%	-12.4
CN(CC(=O)Nc1cccc(F)c1)C(=O)c1ccccc1OCCOc1ccccc1	/	0.9	/	-2.8%	0.0%	-13.0%	/
O=C(Oc1cccc2cccnc12)c1ccccc1	-9.2%	/	27.9	/	/	/	24.9
CCOc1ccc(CNS(=O)(=O)c2c(C(=O)N3CCCC3)c(C)n(C)c2C)cc1OC	5.7%	19.2	1.6	11.7%	-1.7%	13.6%	-4.4
CN(C)C(CNC(=S)Nc1cccc(Cl)c1)c1ccccc1 (stereo not drawn)	-3.6%	-29.4	-4.7	-1.6%	?	-28.2%	-2.0
CCCCc1ccc2[nH]cc(CCN)c2c1	-17.4%	-18.5	0.5	-9.0%	-2.8%	28.1%	12.5
OC1CCNC(=S)N1c1ccccc1 (stereo not drawn)	-1.5%	7.3	-4.8	-2.8%	0.9%	-22.2%	-3.7
COc1ccc(CC(=O)Nc2ccc(-c3nc4cc(C)ccc4o3)c(O)c2)cc1OC	7.6%	-19.8	32.7*	29.8%	0.7%	-13.1%	70.4
O=S(=O)(N1CCCCC1)N1CCN(c2ccccc2F)CC1	13.8%	4.3	-3.4	-15.0%	?	-27.5%	-4.5
CCOC(=O)C(C)Oc1cccc2c(=O)n(CC(=O)NCc3ccco3)ccc12 (stereo not drawn)	-5.5%	/	1.3	3.2%	9.2%	-2.7%	-12.7
O=C(NNc1c2ccccc2nc2ccccc12)c1cccc(O)c1	-5.7%	-60.8*	7.7	-14.6%	4.2%	-22.0%	9.2
CCOc1ccc(C2=NNC(c3cccnc3)=Nc3ccc(OC)cc32)cc1	-5.4%	-8.5	7.6	8.1%	-3.5%	85.6%[activator]	14.6
CC1(C)OC1COc1c2ccoc2cc2oc(=O)ccc12 (stereo not drawn)	2.1%	?	1.7	1.6%	6.7%	-11.2%	-4.6

Whole records, quoted from the list:
Shown for `OC1CCNC(=S)N1c1ccccc1` (stereo not drawn) → Giardia FBPA inh = -1.5%; HCMV antiviral = 7.3; CHX counter = -4.8; AMA1-RON2 inh = -2.8%; AmpC inh detg = 0.9%; AmpC inh no detg = -22.2%; Shiga inhibitor = -3.7
Shown for `CN(CC(=O)Nc1cccc(F)c1)C(=O)c1ccccc1OCCOc1ccccc1` → Giardia FBPA inh = /; HCMV antiviral = 0.9; CHX counter = /; AMA1-RON2 inh = -2.8%; AmpC inh detg = 0.0%; AmpC inh no detg = -13.0%; Shiga inhibitor = /

Remaining list, next part.
SMILES	Giardia FBPA inh	HCMV antiviral	CHX counter	AMA1-RON2 inh	AmpC inh detg	AmpC inh no detg	Shiga inhibitor
Cc1cc2nn(-c3cccc4ccccc34)nc2cc1NC(=O)c1cccs1	-0.1%	-33.7	11.5	17.5%	?	-28.3%	13.5
COc1ccc(OC)c(C2=NOC(C(=O)N3CCCc4ccccc43)C2)c1 (stereo not drawn)	0.9%	-60.0*	55.6*	1.7%	-15.6%	-0.3%	84.4*
O=C(NCc1cccnc1)C1CC(c2ccc(F)cc2)=NO1 (stereo not drawn)	5.5%	-12.0	1.6	-7.0%	2.6%	-0.3%	45.1
COc1cccc(NC(=O)CCc2nc(-c3ccccc3F)no2)c1	-8.5%	5.3	16.8*	-9.4%	1.8%	-28.7%	13.1
CCc1cccc(C)c1NC(=O)N(C)C1CCCCC1	1.7%	8.5	0.5	-11.8%	-0.5%	1.1%	16.1
COc1ccc(OC)c(C2C(C(=O)c3ccco3)=C(O)C(=O)N2CC2CCCO2)c1 (stereo not drawn)	-23.0%	-5.0	-8.0	16.0%	-4.1%	-5.5%	-6.1
C=CCC[C@H](Cc1ccc(F)cc1)C(=O)OC[C@H](Cc1c[nH]c2ccccc12)NC(=O)[C@@H](CC=C)CC(=O)N(CCO)Cc1ccccc1	/	81.1	/	-9.5%	/	24.7%	/
Cc1cc(C)cc(NC(=S)N2CCC(NC(=O)C3CCCCC3)CC2)c1	-0.1%	-18.3	4.1	-10.8%	4.3%	-15.8%	-11.5
O=C(CCN1C(=O)/C(=C/c2cccs2)SC1=S)Nc1ccccc1O	-3.5%	-15.8	-3.0	-8.0%	0.0%	-42.1%	4.5
O=C(NCCCN1CCOCC1)c1csc2c1CCCC2	-12.4%	28.5	20.6	1.2%	-19.2%	3.2%	21.9
Cn1c(=O)c2[nH]c(N=NNc3ccccc3F)nc2n(C)c1=O	?	15.9	10.3	64.3%[activator]	1.4%	-12.4%	33.6
COc1ccc(NC(=S)NCCC2=CCCCC2)cc1OC	-0.5%	3.2	12.1	?	-4.0%	-9.5%[2.29 µM]	29.0
Cn1c(-c2cnn(-c3ccccc3)c2-n2cccc2)n[nH]c1=S	-0.2%	-25.6	7.8	72.5%[activator]	2.8%	-33.4%	-3.4
CN(Cc1ccc(Br)cc1)CC(O)COc1cccc(Br)c1 (stereo not drawn)	?	?	-13.0	-2.9%	?	36.6%	-10.7
O=C(NC1CCCC1)C(c1ccc(F)cc1)N(C(=O)c1csnn1)c1ccccc1 (stereo not drawn)	-3.5%	-17.5	-0.8	4.9%	?	-11.2%	-4.8
Cc1ccccc1OCC(=O)Nc1ccc(N2CCN(S(C)(=O)=O)CC2)cc1	-1.1%[12.9 µM]	-20.5	-2.2	-11.4%	?	-11.0%	3.3
CCC(C)NCCOCCOc1ccc(C)cc1Br (stereo not drawn)	?	10.6	3.7	?	-1.9%	15.7%	27.5
O=C(c1ccc2c(c1)OCCO2)C1CCN(C(=O)Nc2ccc(F)cc2)CC1	/	-25.6	14.8	-4.3%	3.1%	-21.5%	19.2
Cn1c(=O)[nH]c(=O)c2c1nc(N1CCCCC1)n2CCCSc1nnnn1-c1ccccc1	-1.3%	40.2	-0.2	0.7%	-0.9%	59.5%	-7.1
COCCn1c(=N)c(S(=O)(=O)c2ccc(F)cc2)cc2c(=O)n3ccccc3nc21	21.6%	6.0	-2.8	-21.0%	-2.5%	-5.2%	-15.1
O=C(NCc1cccc(C(F)(F)F)c1)C1CCCN(c2cnccn2)C1 (stereo not drawn)	-0.2%	-28.1	-3.1	-3.3%	0.6%	-2.4%	-8.4
CCCc1nc(SCC(=O)Nc2nnc(CC)s2)c2c(=O)n(C)c(=O)n(C)c2n1	-14.7%	42.6	-5.8	-16.2%	-9.8%	-21.3%	-12.1
O=C(Nc1ccnn1C1CCN(C(=O)c2ccc(Cl)cc2)CC1)C1CC1	/	20.3	2.5	-0.6%	0.5%	-8.6%	-7.9
O=C(CSc1ccc(-c2ccc(F)cc2)nn1)N1CCOCC1	0.0%	-28.8	20.1*	3.0%	5.1%	-7.5%	100.0
CCOC(=O)C1CCN(C(=S)Nc2ccc(CC)cc2)CC1	2.6%	-3.0	42.6*	-10.7%	?	-20.7%	53.5

Retrieved by compound from above, 3 records:
SMILES	Giardia FBPA inh	HCMV antiviral	CHX counter	AMA1-RON2 inh	AmpC inh detg	AmpC inh no detg	Shiga inhibitor
O=C(c1cccs1)N1CCN(c2ncc(Br)cn2)CC1	9.2%	9.1	5.7	-24.7%	-3.6%	-22.1%	-12.4
CCOC(=O)C(C)Oc1cccc2c(=O)n(CC(=O)NCc3ccco3)ccc12 (stereo not drawn)	-5.5%	/	1.3	3.2%	9.2%	-2.7%	-12.7
O=C(NCc1cccnc1)C1CC(c2ccc(F)cc2)=NO1 (stereo not drawn)	5.5%	-12.0	1.6	-7.0%	2.6%	-0.3%	45.1

More compounds:
SMILES	Giardia FBPA inh	HCMV antiviral	CHX counter	AMA1-RON2 inh	AmpC inh detg	AmpC inh no detg	Shiga inhibitor
O=C(CCN1C(=O)c2ccccc2S1(=O)=O)Nc1ccc(Cl)cc1	4.9%	-77.7*	1.4	0.5%	-6.8%	-14.1%	35.3
COc1ccc(OC)c(NC(=O)CN2C(=O)COc3ccc(C)cc32)c1	-1.7%	9.9	-0.9	-2.8%	?	-6.3%	-3.2
COc1ccc(C)cc1NC(=O)C(OC(=O)c1cccc(S(=O)(=O)N(C)c2ccccc2)c1)c1ccccc1 (stereo not drawn)	-0.1%	-25.9	-3.1	20.0%[11.6 µM]	-12.8%	-30.7%	-5.2
O=C(c1ccc(Cl)cc1)N1CCCC(C(=O)N2CCCCC2)C1 (stereo not drawn)	8.6%	13.9	-3.6	10.8%	?	0.6%	-8.7
Fc1ccc(CSc2nc3ncccc3[nH]2)cc1	-14.4%	-31.2	29.6*	3.7%	-17.3%	27.5%	71.1*
Cn1c(C(=O)NCCCN2CCCCC2)cc2sccc21	-2.5%	-28.6	-0.9	6.9%	-5.7%	-3.3%	-13.8
